F508del corr = CFTR F508del correction in bronchial cells. CFBE cells, YFP halide quenching; stimulated with forskolin plus potentiator P3; % fluorescence drop versus neutral controls. activity (quench increase), % at 7.58 µM. 350,000 compounds, 0.36% hits;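 active means mean added fluorescence quench of at least 8% versus neutral control, with both replicates also reaching 8%; inconclusive means only one of the mean or replicate conditions met; inactive means mean below 8% and not both replicates reaching 8%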;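 further: cells transiently co-express mutant CFTR-F508del with the halide-sensitive YFP; corrector assay measuring rescue of mutant channel to the surface after 24 h compound exposure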
EWS-Fli inh = EWS/Fli transcriptional activity inhibition. 350,000 compounds, 0.67% hits. inhibition, % at 12.6 µM. A673 NR0B1-luciferase reporter, viability-normalised;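 active means mean inhibition of at least 50% after viability correction, with every replicate also passing that limit; inconclusive means mean reaches 50% but only one of two replicates passes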;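 further: firefly luciferase signal divided by Alamar Blue viability fluorescence both relative to DMSO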
miR122 inh = blocks miR-122 activity in Huh7 sensor cells | Huh7 miR-122 Renilla luciferase sensor, 48 h; neutral wells = 0, positive control = 100 | activation (reporter increase), % at 12.5 µM | 340,000 compounds, 0.3% hits | AID 602342;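 active means mean replicate activation score at least 90 and every replicate individually at or above 90; inconclusive means only one of the two criteria met; inactive means neither criterion met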;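 further: higher luciferase means less miR-122 activity so hits act as miR-122 inhibitors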
GSIS activator = primary screen for activators of insulin secretion dependent on glucose, INS-1E cells, GLuc reporter luminescence; 370,000 compounds, 0.61% hits; activation, % at 16.6 µM; INS-1E GLuc reporter insulin secretion, 2-3 h; AID 743287;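 active means lowest replicate activation of at least 40%, so every replicate reaches that level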;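 further: 0% = median of neutral control wells and 100% = median of IBMX positive control wells; some compounds called inactive have numbers as strong as hits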
DENV2 CPE = protects cells from dengue virus 2 cytopathic effect; DENV2-infected cells, cytopathic effect rescue, plate reader; CPE inhibition, % at 9.99 µM; 350,000 compounds, 1.7% hits; in the data active means CPE inhibition above about 20%, passing the limit was not always enough; inconclusive means no clear call, values can overlap the other calls; tested in BHK-21 cells;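 further: 0% = median of neutral control wells and 100% = median of positive control wells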
FN deposition inh = fibronectin deposition inhibition. AID 743247. inhibition, % at 12.6 µM. 350,000 compounds, 0.086% hits. AH1F fibroblasts, Alexa488-fibronectin deposition fluorescence, overnight;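 active means mean inhibition across replicates of 30% or more, regardless of how many single replicates reach that level; inconclusive means mean under 30% yet at least half of replicates reach 30%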;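 further: positive control wells lacked labelled fibronectin entirely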
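Assay system: AH1F fibroblast monolayer, labelled fibronectin deposition. Amount: 10000 cells per well. Also added: labelled fibronectin 24 nM. Compound: single-point pinned compound. Incubation: cell attachment 1 h, compound and FN exposure overnight. Detection: fluorescence after three HBSS washes, excitation 485 nm, emission 525 nm. Read-out: inhibition of fibronectin deposition signal.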
PAX8 inh HTS = PAX8 transcriptional activity inhibition; RMG-I TPO-luciferase reporter, SteadyGlo, 24 h; inhibition, % at 12.6 µM; 360,000 compounds, 1.2% hits; AID 652154;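 active means mean replicate inhibition at least 60% with every replicate also reaching 60%; inconclusive means only one of the two criteria is met; inactive means mean below 60% and not all replicates reaching 60%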;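 further: luciferase light reporting Pax8 driven TPO promoter activity; plate controls were median of neutral control wells for no effect and mitoxantrone controls for full effect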
The depositor's hits bear a star; ? = inconclusive; nt = no result given; [ ] = another dose, or the depositor's remark.

compound,F508del corr,EWS-Fli inh,miR122 inh,GSIS activator,DENV2 CPE,FN deposition inh,PAX8 inh HTS
COP(=O)(CC(=O)c1ccccc1)CC(=O)c1ccccc1,-3.5,6.2,-3.2,-0.5,7.5,-6.1,-2.7
O=C(NCCCN1CCOCC1)[C@H]1[C@H](CO)[C@H]2Cn3c(cccc3=O)[C@@H]1N2C(=O)NC1CCCC1,nt,2.5,nt,-3.4,-7.5,-4.3,nt
CCOC(=O)N1CCC(NC(=O)c2ccc3c(c2)N(Cc2ccc(F)cc2)CCS3)CC1,3.0,7.1,-4.4,13.8,15.7,0.8,29.4
Cc1ccc(NC(=O)C2CCCN(S(=O)(=O)c3cccnc3)C2)c(C)c1 (stereo not drawn),1.9,nt,-5.3,-1.2,12.0,13.3,9.7
C[C@@H]1CCCCO[C@H](CN(C)C(=O)c2ccccc2)[C@H](C)CN([C@@H](C)CO)C(=O)c2cc(NC(=O)c3ccncc3)ccc2O1,1.7,-2.7,-6.4[16.7 µM],5.9,2.6,nt,14.1
COc1ccc(N2C(=O)C(C)(C)C2c2c(O)ccc3ccccc23)cc1 (stereo not drawn),-0.3,4.6,-6.2,0.2,-1.5,1.4,6.0
CC(=O)Nc1ccc(C(=S)NCc2ccco2)cc1,nt,nt,-0.5,11.2,nt,-6.7,nt
Cc1ccc(S(=O)(=O)N(C)C[C@H]2OCCCC[C@H](C)Oc3ccc(NS(C)(=O)=O)cc3C(=O)N([C@@H](C)CO)C[C@@H]2C)cc1,-1.0,-0.1,3.1[16.7 µM],-16.2,2.8,2.9,4.0
CCCNC(=O)N1[C@H](CNC(C)=O)[C@H](c2ccc(-c3ccccc3)cc2)[C@@H]1CO,-0.5,0.4,-21.4[16.7 µM],-20.0,nt,-4.5,2.9
C[C@@H](C(=O)Nc1ccccc1N1CCOCC1)N1C(=O)C2CCCCC2C1=O (stereo partly drawn),-2.7,-10.6,-3.5,33.7,7.3,3.3,-1.6
C[C@@H]1CN([C@H](C)CO)C(=O)c2cc(C#Cc3ccccc3F)cnc2O[C@H]1CN(C)S(=O)(=O)c1ccccc1,0.2,15.5,-5.1[16.7 µM],-42.7,-3.4,nt,nt
S=c1[nH]nc(-c2ccco2)n1/N=C/c1ccc(Cl)cc1,nt,-41.9,10.7,9.9,2.5,6.0,-20.9
COc1ccc(COc2cc(-c3cccc(OC)c3)nc3ccc(NC(=O)c4ccc(C)cc4)cc23)cc1,-1.1,49.8,nt,6.3,-18.4,8.5,80.1*
CCOCCCNC(=O)C(NC(=O)c1ccccc1O)c1ccc(C)cc1 (stereo not drawn),-1.2,-10.1,17.0,-3.5,5.8,5.1,0.8
CCS(=O)(=O)Nc1ccc2c(c1)C(=O)N(C)[C@@H]1CC[C@H](CC(=O)N[C@H]3CCN(Cc4ccccc4)C3)O[C@@H]1CO2,nt,3.3,nt,4.0,0.3,-0.5,4.4
C[C@@H]1CCCCO[C@H](CN(C)C(=O)c2ccncc2)[C@H](C)CN([C@H](C)CO)C(=O)c2cc(NS(=O)(=O)c3cn(C)cn3)ccc2O1,-3.2,-6.1,2.9[16.7 µM],13.8,1.7,nt,5.7
O=C(O)c1ccc(-n2ncc3c2/C(=C/c2cccc([N+](=O)[O-])c2)CC3)cc1,-5.7,-41.9,nt,9.5,0.1,7.8,-42.0
COc1cccc(NC(=O)C2C3C=CC(C3)C2C(=O)O)c1 (stereo not drawn),-0.3,-2.1,-0.3,-2.4,0.0,1.2,-2.8
O=C(Nc1ccccc1)NC1CS(=O)(=O)CC1O (stereo not drawn),nt,nt,-2.2,nt,nt,-7.8,2.0
CC(C)NC(=O)Nc1ccc2c(c1)C(=O)N([C@@H](C)CO)C[C@@H](C)[C@H](CN(C)Cc1ccc(C(F)(F)F)cc1)OCCCC[C@@H](C)O2,-2.1,14.6,-6.4[16.7 µM],-11.8,11.4,12.3,-0.7
C/C=C/c1ccc([C@H]2[C@@H](CO)N3CCCCN(C(=O)C4CCCC4)C[C@@H]23)cc1,1.2,7.7,27.1[16.7 µM],-6.1,6.6,nt,8.5
CC(C)NCC(O)COc1ccc(Br)cc1 (stereo not drawn),5.9,3.5,nt,-3.1,6.1,0.4,-3.0
CCc1ccc(-n2c(C)n[nH]c2=S)cc1,2.3,-0.6,nt,-5.3,0.5,1.5,10.9
FC(F)(F)c1ccc(N/N=C/c2cccnc2)nc1,-2.5,-133.5,2.7,7.4,-1.8,-6.2,-140.6
COc1ccccc1S(=O)(=O)N[C@H]1C=C[C@@H](CC(=O)N2CCN(C)CC2)O[C@H]1CO,0.2,3.3,nt,4.5,8.6,nt,-16.4
C[C@@H]1CN([C@H](C)CO)C(=O)c2cc(C#Cc3ccccc3)cnc2O[C@@H]1CN(C)C(=O)C1CC1,1.5,-20.6,3.9[16.7 µM],10.1,7.2,-5.6,nt
COc1ccccc1NC(=O)CCC(=O)OC(C)C(=O)c1ccccc1 (stereo not drawn),-5.0,-4.6,-2.7,29.4,16.9,-3.3,-1.3
O=C(CSc1ccccc1)Nc1cc(Cl)ccc1Oc1ccccc1,nt,nt,2.9,-18.4,nt,6.2,-7.0
O=C(COc1ccccc1/C=C\c1[nH]c(=O)[nH]c(=O)c1[N+](=O)[O-])Nc1ccccc1,-4.2,6.1,nt,-5.8,-2.6,nt,-5.7
O=C(Cc1coc2cc3c(cc12)CCC3)OCc1cc(=O)n2c(n1)sc1ccccc12,nt,nt,-6.0,22.8,nt,0.8,-7.3

Looked up above.
FN deposition inh result of `O=C(Nc1ccccc1)NC1CS(=O)(=O)CC1O` (stereo not drawn) : -7.8
FN deposition inh result of `CCc1ccc(-n2c(C)n[nH]c2=S)cc1` : 1.5

Following part:
compound,F508del corr,EWS-Fli inh,miR122 inh,GSIS activator,DENV2 CPE,FN deposition inh,PAX8 inh HTS
CCCc1cc(=O)[nH]c(SCC(=O)N2CCc3cc(OC)c(OC)cc3C2)n1,-1.0,0.9,14.3,37.3,0.8,1.8,-12.6
COc1ccc(C(C(=O)NCCC(C)C)N(CCN2CCOCC2)C(=O)Cn2nnc3ccccc32)c(OC)c1 (stereo not drawn),2.8,6.1,3.9,2.9,nt,0.0,-16.5
COC(=O)C1=C(C)OC(N)=C(C#N)C1c1cccnc1 (stereo not drawn),nt,nt,0.6,nt,nt,-9.2,9.5
Cc1cccc(OCc2nnc(SCC(=O)N3CCCC3)o2)c1,-2.5,-1.6,-3.6,-0.6,2.1,3.6,-18.3
N/C(CSc1ncccc1C(F)(F)F)=N\O,-1.2,-15.4,nt,16.2,0.4,-3.3,-7.7
CN1C(=O)c2cc(NC(=O)C3CC3)ccc2OC[C@@H]2O[C@H](CC(=O)NCCc3ccncc3)CC[C@@H]21,-2.2,-5.6,7.3[16.7 µM],1.8,-11.2,3.5,-5.8
NC(=O)c1cc2ccccc2o/c1=N\NC(=O)c1ccco1,nt,nt,nt,20.3,nt,8.1,-9.0
COc1ccccc1NC(=O)NCCc1ccccc1,-0.4,1.2,-2.9,9.1,-4.3,nt,3.5
C=CCNC(=S)N1CCC(C(=O)c2ccc(F)cc2)CC1,-2.4,6.8,-0.8,-5.6,53.3*,7.0,-8.2
O=C(c1ccccc1)c1nc2ccccc2[nH]c1=O,nt,nt,14.1,-1.1,nt,-5.4,nt
CC(C)Sc1nc2ccccc2n1CC(=O)NCc1ccc2c(c1)OCO2,0.1,3.3,1.2,8.1,4.1,nt,nt
Cc1nc(-c2cccc(NC(=O)c3ccc(-n4cccn4)cc3)c2)cs1,0.3,-29.2,nt,-0.4,?,-0.7,-33.9
Brc1ccc(-c2noc(-c3ccccc3)n2)o1,0.1,-31.2,nt,-2.0,1.4,0.6,-103.4
COc1ccccc1OC[C@H](O)CO,-0.8,-6.3,0.4,22.1,-4.4,nt,-14.6
CC(C)(C)c1ccc(C2CC2C(=O)N/N=C\c2ccc[nH]2)cc1 (stereo not drawn),4.3,62.5*,-21.0,59.2*,-1.0,-1.6,53.4
O=C(NCc1ccccc1Br)c1cccs1,-0.3,-7.8,0.5,13.9,8.3,1.5,-51.5
CSc1ccccc1NC(=O)COC(=O)Cn1cc(C(F)(F)F)ccc1=O,2.1,-1.7,nt,1.1,-1.8,nt,-3.8
O=C(NCCCN1CCCC1=O)c1cc2nc(-c3ccco3)cc(C(F)(F)F)n2n1,2.0,5.0,-1.3,8.2,-7.3,-4.6,-19.5
CC(OC(=O)Cn1cnc2c1c(=O)n(C)c(=O)n2C)C(=O)NC(C)c1ccc(Cl)cc1Cl (stereo not drawn),1.1,3.1,-3.2,-2.9,-2.4,2.8,nt
O=C(Cc1c(F)cccc1Cl)N/N=C/c1cccnc1,-2.5,nt,nt,19.9,-1.2,-3.9,-6.2
Cc1ccc(S(=O)(=O)N(C)C[C@H]2Oc3ccc(NC(=O)Nc4ccc(F)cc4)cc3C(=O)N([C@@H](C)CO)C[C@H]2C)cc1,0.0,19.5,52.8[16.7 µM],8.1,-3.0,nt,-9.5
COc1ccc(/C=N/Nc2cc(C)nc(NS(=O)(=O)c3ccc(C)cc3)n2)cc1,nt,6.3,19.5,11.6,-7.9,-3.3,9.4
C[C@H](O)C#Cc1ccc([C@@H]2[C@@H](CO)N3CCCCN(S(=O)(=O)c4ccccc4)C[C@H]23)cc1,5.1,6.9,-13.9[16.7 µM],5.0,nt,nt,76.0*
C[C@@H]1CN([C@H](C)CO)C(=O)c2cc(NC(=O)Cc3ccccc3)ccc2O[C@H]1CN(C)C(=O)Nc1ccccc1,1.0,-0.9,-4.2[16.7 µM],10.9,8.3,nt,-22.7
Cc1cc(C)c(C#N)c(SCC(=O)Nc2ccccc2)n1,0.1,-90.0,nt,4.1,2.7,-11.5,-107.5
CCC(=O)N(C)C[C@H]1Oc2cc(/C=C/c3ccccc3)ccc2S(=O)(=O)N([C@@H](C)CO)C[C@H]1C,-4.6,-0.3,-2.8[16.7 µM],-30.9,-9.2,3.4,nt
N#CC(C#N)=Cc1c[nH]c(=O)c(C#N)c1Nc1ccccc1,-3.8,1.2,-9.0,-2.2,-4.7,1.9,-0.7
CCN(CC)S(=O)(=O)c1ccc(O)c(C(=O)OCC(=O)Nc2ccc(OC(F)(F)F)cc2)c1,-0.8,-11.8,nt,-7.7,-4.3,1.7,2.3

Among those listed so far, these have a Cl atom:
compound,F508del corr,EWS-Fli inh,miR122 inh,GSIS activator,DENV2 CPE,FN deposition inh,PAX8 inh HTS
S=c1[nH]nc(-c2ccco2)n1/N=C/c1ccc(Cl)cc1,nt,-41.9,10.7,9.9,2.5,6.0,-20.9
O=C(CSc1ccccc1)Nc1cc(Cl)ccc1Oc1ccccc1,nt,nt,2.9,-18.4,nt,6.2,-7.0
CC(OC(=O)Cn1cnc2c1c(=O)n(C)c(=O)n2C)C(=O)NC(C)c1ccc(Cl)cc1Cl (stereo not drawn),1.1,3.1,-3.2,-2.9,-2.4,2.8,nt
O=C(Cc1c(F)cccc1Cl)N/N=C/c1cccnc1,-2.5,nt,nt,19.9,-1.2,-3.9,-6.2
